Screens from PubChem.
MC4R ag barr: MC4R agonists recruiting beta-arrestin, primary screen, cell-based, luminescence, agonist arm of biased-ligand search; U2OS MC4R beta-arrestin complementation; percent of melanotan II response, DMSO zero; actives 0.98% (n = 360,000); Melanocortin receptor 4 (Homo sapiens), P32245; AID 540308, 2011; activation, % at 8.9 µM;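 active = activation above a per-plate cutoff, the mean activation of sample wells on that plate plus 3 SD, cut at about 8% in these data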
ABHD5 PLIN5 PPI: ABHD5-PLIN5 interaction inhibitors, primary screen, cell lysate, split luciferase complementation, luminescence; Perilipin-5 (Homo sapiens) + 1-acylglycerol-3-phosphate O-acyltransferase ABHD5 (Homo …; Split G. princeps luciferase complementation, 4 h; inhibition, % at 4 µM; actives 0.78% (n = 360,000);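 active = inhibition above the mean inhibition across every tested compound plus 3 SD, cut at about 22% in these data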;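 note: 0% = DMSO only wells and the 100% control is not disclosed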
NCOA2 inhibitor: inhibition of GAL4-SRC2 driven luciferase reporter, primary screen, SRC2 inhibitor project, cell-based, luminescence. actives 0.17% (n = 370,000). Nuclear receptor coactivator 2 (Homo sapiens), Q15596. inhibition, % at 9 µM. HEK293 GAL4-SRC2 luciferase reporter;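 active = inhibition above the mean inhibition of all tested compounds plus 3 SD, set per campaign, cut at about 52% in these data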;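 note: 0% = DMSO treated cells and 100% = cells given Gossypol at 36 µM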
Target sequence (Q15596 whole entry, looked up, the tested form may be a part): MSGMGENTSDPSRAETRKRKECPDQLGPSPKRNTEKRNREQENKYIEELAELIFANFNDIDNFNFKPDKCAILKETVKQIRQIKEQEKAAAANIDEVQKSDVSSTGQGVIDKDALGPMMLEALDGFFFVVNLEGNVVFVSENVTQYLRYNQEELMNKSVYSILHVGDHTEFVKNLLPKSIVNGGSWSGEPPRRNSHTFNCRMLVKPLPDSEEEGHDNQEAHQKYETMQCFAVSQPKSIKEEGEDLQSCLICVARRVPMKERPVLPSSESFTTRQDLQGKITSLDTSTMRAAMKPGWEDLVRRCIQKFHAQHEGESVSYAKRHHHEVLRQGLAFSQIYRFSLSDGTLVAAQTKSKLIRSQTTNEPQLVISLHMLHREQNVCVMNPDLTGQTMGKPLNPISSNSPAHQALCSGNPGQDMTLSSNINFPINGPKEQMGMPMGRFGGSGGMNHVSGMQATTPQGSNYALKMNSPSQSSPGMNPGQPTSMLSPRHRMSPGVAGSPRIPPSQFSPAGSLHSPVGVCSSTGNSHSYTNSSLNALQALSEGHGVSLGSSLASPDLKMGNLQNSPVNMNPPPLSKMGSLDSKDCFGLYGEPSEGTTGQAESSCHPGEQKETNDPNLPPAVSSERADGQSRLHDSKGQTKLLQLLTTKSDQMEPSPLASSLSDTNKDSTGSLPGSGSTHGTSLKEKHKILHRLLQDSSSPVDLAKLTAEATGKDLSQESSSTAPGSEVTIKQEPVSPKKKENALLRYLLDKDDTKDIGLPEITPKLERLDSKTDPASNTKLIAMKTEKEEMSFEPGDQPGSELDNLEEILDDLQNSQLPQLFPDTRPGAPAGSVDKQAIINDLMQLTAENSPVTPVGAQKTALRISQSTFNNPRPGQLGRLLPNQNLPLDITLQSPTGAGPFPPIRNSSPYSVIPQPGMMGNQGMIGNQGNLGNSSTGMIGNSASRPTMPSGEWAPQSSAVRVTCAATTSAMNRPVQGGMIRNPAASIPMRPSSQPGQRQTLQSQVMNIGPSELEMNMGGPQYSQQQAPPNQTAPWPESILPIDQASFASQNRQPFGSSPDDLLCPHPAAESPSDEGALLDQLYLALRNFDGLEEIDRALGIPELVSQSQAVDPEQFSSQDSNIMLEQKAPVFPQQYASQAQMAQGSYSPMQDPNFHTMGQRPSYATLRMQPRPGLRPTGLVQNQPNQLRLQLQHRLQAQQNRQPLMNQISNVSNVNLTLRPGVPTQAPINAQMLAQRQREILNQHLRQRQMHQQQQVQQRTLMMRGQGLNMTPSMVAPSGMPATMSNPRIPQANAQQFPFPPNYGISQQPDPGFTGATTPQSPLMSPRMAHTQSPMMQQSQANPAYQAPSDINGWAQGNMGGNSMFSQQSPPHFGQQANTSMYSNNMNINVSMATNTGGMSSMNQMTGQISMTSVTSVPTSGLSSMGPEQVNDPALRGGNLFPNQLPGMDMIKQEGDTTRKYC
COUP-TFII inh: NR2F2 transcriptional activity inhibitors, primary screen, cell-based, luciferase reporter, HEK293T, luminescence; AID 686940, 2013; actives 0.7% (n = 370,000); HEK293T NGFI-A luciferase reporter; inhibition, % at 8.6 µM; COUP transcription factor 2 (Homo sapiens), P24468;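 active = inhibition above a per-plate cutoff, mean inhibition of test wells between control levels plus 3 SD, cut at about 38% in these data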;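 note: cells cotransfected with COUP-TFII expression vector driving the NGFI-A reporter; 0% = median of COUP-TF2 test wells and 100% = reporter-only cells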
EBV LMP1 NFkB: EBV LMP1-driven NF-kappaB luciferase reporter inhibitors, primary screen, cell-based, luminescence, single point; LMP1-induced NF-kappaB luciferase reporter cells; inhibition, % at 12.5 µM; AID 504558, 2011; actives 0.69% (n = 350,000); in the data active = inhibition above about 41%;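 note: 0% = neutral control wells and 100% = reference inhibitor control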
SRC1 inh: SRC1 coactivator transcriptional activity inhibitors, primary screen, cell-based, luminescence; inhibition, % at 3.6 µM; Nuclear receptor coactivator 1 (Homo sapiens), Q15788; actives 0.12% (n = 360,000); HEK293 GAL4-SRC1 luciferase reporter;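 active = inhibition above the campaign mean plus 3 SD, with each screening campaign given its own cutoff, cut at about 60% in these data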;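 note: 0% = DMSO treated cells and 100% = gossypol at 36 µM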
TLR9-MyD88 block: inhibitors of TLR9-MyD88 association in cells, primary screen, cell-based, CHO, BLA complementation, fluorescence. Toll-like receptor 9 (Homo sapiens) + Myeloid differentiation primary response protein …. actives 0.21% (n = 340,000). inhibition, % at 4.98 µM. CCF4 FRET ratio;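 active = inhibition above the mean over all tested compounds plus 3 SD, cut at about 21% in these data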;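 note: 0% = DMSO only wells and 100% = clavulanate BLA inhibitor control wells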
NOD2 RIPK2 PPI: NOD2-RIPK2 binding disruptors in cells, primary screen, fluorescence, CHO cells, BLA complementation. Receptor-interacting serine/threonine-protein kinase 2 (Homo sapiens), O43353. CCF4 ratio. inhibition, % at 4.98 µM. actives 0.38% (n = 360,000). AID 624267, 2012; in the data active = inhibition above about 21%;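 note: 0% = vehicle only and 100% = reference blocker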
NR5A2 inv ag: LRH-1 (NR5A2) inverse agonists, primary screen, cell-based, luminescence, HEK293T, StAR-luciferase reporter. actives 0.13% (n = 360,000). AID 602396, 2012. Nuclear receptor subfamily 5 group A member 2 (Homo sapiens), O00482. inhibition, % at 3.6 µM. LRH-1 transfected, 24 h;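 active = inhibition above the mean inhibition of all tested compounds plus 3 SD, cut at about 73% in these data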;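 note: 0% = DMSO wells and 100% = reporter-only cells lacking LRH-1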
NCOA3 inh: SRC3 coactivator transcriptional activity inhibitors, primary screen, cell-based, luminescence. Nuclear receptor coactivator 3 (Homo sapiens), Q9Y6Q9. HEK293 GAL4-SRC3 luciferase reporter. inhibition, % at 3.6 µM. actives 0.17% (n = 360,000);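 active = inhibition above a per-campaign cutoff, the mean of all compounds plus 3 SD, cut at about 60% in these data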;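 note: 0% = DMSO-treated cells and 100% = gossypol-treated cells at 36 µM; higher means less SRC3-driven luciferase light from the GAL4 reporter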
MC4R antag cAMP: MC4R antagonists of cAMP signaling, primary screen, cell-based, TR-FRET, antagonist arm of biased-ligand search. MC4R-expressing cells, MTII-stimulated cAMP, LANCE TR-FRET. inhibition, % at 6.5 µM. actives 0.48% (n = 360,000);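 active = inhibition above its plate's cutoff, the mean of tested wells on that plate plus 3 SD, cut at about 29% in these data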;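 note: 0% = Melanotan II alone and 100% = Melanotan II plus saturating MCL0020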
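System: U2OS-MC4R stable cell line; Technique: Eu-cAMP/anti-cAMP TR-FRET, emission 671 nm; Repeats: single well per compound; Also added: Melanotan II; Dosing: one concentration, 6.5 µM nominal; Schedule: 30-min compound, 1-h challenge, 1-h detection, room temperature.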
* = called active by the depositor; . = not tested or not shown; & = joins results of further samples. Only part of the results is shown; rates above refer to the full screens.

SMILES | MC4R ag barr | ABHD5 PLIN5 PPI | NCOA2 inhibitor | COUP-TFII inh | EBV LMP1 NFkB | SRC1 inh | TLR9-MyD88 block | NOD2 RIPK2 PPI | NR5A2 inv ag | NCOA3 inh | MC4R antag cAMP
COc1cc(NC(=O)c2cc(-c3cccc(O)c3)on2)cc(OC)c1OC | 1.3 | 2 | 2 | -5 | 3 | -18 | 13 | -18 | -10 | -15 | 8
Cc1n[nH]c(=S)n1/N=C/c1ccc(OCc2ccc(Cl)cc2Cl)cc1 | -0.8 | -1 | -47 | -5 | -7 | -31 | -14 | -1 | -24 | -19 | 5
Cc1cc(C)c(Nc2n[nH]c(=S)s2)cc1C | -3.0 | -31 | 4 | 17 | -3 | -9 | -2 | -3 | -18 | 9 | 2
COc1cccc(/C=C/C(=O)Nc2cc(S(=O)(=O)N3CCOCC3)ccc2OC)c1 | -2.5 | 6 | -15 | 3 | -2 | -14 | -7 | -9 | -16 | 10 | -22
CC1CCCN(C(=O)c2ccc3c(=O)n(Cc4ccc5c(c4)OCO5)c(=S)[nH]c3c2)C1 (stereo unspecified) | 0.8 | -9 | -2 | 1 | 9 | -1 | -3 | -2 | 2 | -2 | 0
N#CCN1C(=S)N=C(Nc2cccc(Cl)c2)C12CCCCC2 | -2.9 | 2 | -10 | -5 | 2 | -6 | -4 | -1 | 4 | 16 | 4
CC(=O)N1CCc2cc(S(=O)(=O)NC(Cc3ccccc3)C(=O)NC3CCCCCC3)ccc21 (stereo unspecified) | 3.6 | -5 | 0 | 5 | 8 | -3 | -2 | -12 | -11 | 4 | 21
CCOc1ccc(S(=O)(=O)N2CCCC2)c2ccccc12 | -0.5 | 1 | -2 | 0 | -4 | 11 | -8 | 2 | 2 | -9 | 5
CN(Cc1ccn[nH]1)C(=O)C1CCC(=O)N(Cc2cccc(C(F)(F)F)c2)C1 (stereo unspecified) | -0.7 | -3 | 1 | 21 | 5 | -3 | -8 | 0 | -2 | 6 | 1
COc1ccc(CNC(=O)c2nn(-c3ccccc3)cc2OC)cc1 | -1.3 | 6 | -13 | -3 | -2 | -11 | 0 | -9 | -13 | -13 | 2
Cc1sc2nc(SCC(=O)NCc3ccco3)n(Cc3ccccc3)c(=O)c2c1C | -1.0 | -3 | 3 | 11 | -3 | -8 | 0 | -12 | -6 | 17 | 8
C=CCOc1c(Cl)cc(C(=S)N2CCCC2)cc1OCC | -1.5 | 6 | -27 | -23 | 5 | 3 | 1 | 10 | 5 | -32 | -20
COC(=O)c1cc(C(=O)Nc2cc(C)on2)cc([N+](=O)[O-])c1 | 0.6 | 1 | -40 | 15 | 6 | -4 | -1 | 2 | -12 | 0 | 2
Cn1cc(-c2nnc(-c3ccccc3)o2)c2ccccc21 | -1.0 | 0 | -67 | -62 | -41 | -121 | 5 | -7 | -91 | -82 | 9
CN1CCc2c(sc(NC(=O)c3ccc(C(=O)c4ccccc4)cc3)c2C(N)=O)C1 | -4.0 | 12 | 2 | 8 | 3 | 1 | 4 | -4 | 7 | -19 | 8
COc1ccc(CCNC(=O)CSc2nnnn2C)cc1OC | -3.0 | 1 | -4 | 6 | 5 | 0 | -1 | -12 | 25 | 15 | 3
CCOC(=O)c1sc(=NC(=O)c2ccc(S(=O)(=O)N3CC(C)OC(C)C3)cc2)n(C)c1C (stereo unspecified) | 2.1 | 1 | -11 | 11 | 6 | 8 | -4 | -15 | 17 | -3 | 5
N#Cc1c(N)[nH]c(=S)c(C#N)c1-c1ccccc1 | -3.1 | -7 | -1 | 2 | -14 | -9 | 0 | 3 | 9 | -2 | -3
CNC(=O)CSc1nnc(-c2ccccn2)n1Cc1ccco1 | 0.6 | 5 | -28 | -15 | -7 | 12 | 2 | -3 | -12 | 5 | 18
Cc1nc2ccccc2nc1SCC(=O)N1CCC(C)CC1 | -1.9 | 1 | 13 | 7 | 0 | 5 | -8 | -1 | -4 | -14 | 18
COc1cc2nc(N(CCN(C)C)C(=O)c3ccc4ccccc4c3)sc2cc1OC | 4.4 | 4 | . | . | 7 | -1 | -5 | 1 | -11 | 0 | 3
CC(=O)OC(C(=O)NC1CCCCC1)c1ccc(Cl)cc1 (stereo unspecified) | -1.6 | -1 | -10 | 19 | 8 | -5 | -3 | -5 | 12 | -7 | 8
O=C(CSc1nnc(-c2cnccn2)n1Cc1ccco1)c1ccc(Cl)cc1 | -1.6 | 22 | 6 | 11 | 3 | -24 | -4 | 4 | -12 | 0 | 15
O=C(Nc1cc(S(=O)(=O)N2CCOCC2)ccc1N1CCOCC1)c1ccc([N+](=O)[O-])s1 | -0.4 | -7 | -21 | 16 | -8 | -9 | 1 | -9 | -2 | 6 | 0
COc1ccccc1Cc1c(-c2cccc(Cl)c2)nc2ccc(Cl)cn12 | . | -2 | -25 | -27 | . | -36 | . | -17 | -73 | -32 | .
CC(Oc1ccc(Cl)cc1Cl)C(=O)NC(=S)N1CCc2ccccc21 (stereo unspecified) | -2.0 | 4 | -12 | -12 | -3 | -5 | 0 | -11 | -1 | 18 | 2
CCOC(=O)c1sc2nccc(N(C)C)c2c1N=CN(C)C | -1.0 | 0 | -5 | 4 | 8 | -1 | 3 | -3 | -32 | 25 | -3
COc1cc(NC(=O)CCN2CCOCC2)cc(OC)c1 | -3.2 | 0 | -1 | 6 | -1 | 12 | -2 | -7 | -24 | -4 | -2
CCOC(=O)Cc1cnc(NC(=O)CSc2nc(C(C)C)cc(=O)[nH]2)s1 | -0.5 | 4 | 21 | 8 | 5 | 2 | -7 | -9 | -6 | 10 | 8
O=S(=O)(CCN1CCN(C(c2ccccc2)c2ccccc2)CC1)C(F)(F)F | -0.1 | 5 | -1 | 9 | -10 | -10 | 11 | -7 | -6 | 11 | 5
COC(=O)c1ccc(C(=O)OC)c(NC(=O)CCc2ccc(C)o2)c1 | 0.2 | 0 | -18 | 11 | -2 | 9 | -5 | 4 | 7 | -20 | -4
COc1ccc(N2C(=O)CCC(C(=O)N(C)CCc3ccccn3)C2c2ccc(OC)c(OC)c2)cc1 (stereo unspecified) | -1.2 | -2 | -9 | -19 | 4 | 6 | 8 | 8 | 7 | 22 | -1
COc1cc(NC2c3ncccc3C(=O)N2Cc2ccco2)cc(OC)c1OC (stereo unspecified) | -1.8 | 7 | 2 | 3 | 4 | -3 | 6 | -2 | 10 | 11 | -2
CCOC(=O)c1c(C)[nH]c(C(=O)Cn2nnc(-c3ccc(Cl)cc3)n2)c1C | 18* | 3 | 3 | 6 | 10 | 4 | 0 | 3 | -7 | 16 | 10
COc1cccc(NC(=S)N2CCCC2)c1 | -2.0 | 0 | -13 | -24 | -9 | -14 | -7 | -4 | -8 | 8 | 17
COc1ccc(-n2c3c(cc(C(=O)NC4CCSC4=O)c2=O)C(=O)CC(C)(C)C3)cc1 (stereo unspecified) | -0.2 | 0 | -17 | 4 | -2 | 7 | 2 | -1 | 17 | 14 | 5
Oc1ccc(CNc2ccccc2F)c2cccnc12 | -1.3&-1.3 | -3&-3 | 13&-47 | 11&-2 | 8 | -7&-9 | 6 | 7&-8 | 9&8 | -30&18 | 0&0
CCOc1cccc(-c2c(C(=O)N/N=C/c3ccco3)nnn2-c2nonc2N)c1 | 0.1 | -6 | . | . | -5 | 8 | 14 | 4 | 20 | 10 | -3
COC(=O)[C@@]12C[C@@H](CC(=O)N3CCN(C(=O)C4CC4)CC3)C(=O)N(Cc3ccc4c(c3)OCO4)C1=CCC(C)(C)C2 | . | -9 | 0 | 5 | . | . | . | -7 | -2 | . | .
Cc1ccc(C(O)CN2C3=NCCCN3c3ccccc32)cc1 (stereo unspecified) | 0.3 | -2 | -20 | 6 | -8 | -11 | 6 | -7 | -1 | 12 | 0
Cn1c(CCNC(=O)c2ccccc2Cl)n[nH]c1=S | -1.2 | -6 | -3 | 0 | -2 | 4 | 4 | -2 | -24 | 3 | -4
C=CCNC(=S)N1CCC(C(N)=O)CC1 | -1.8 | -4 | -5 | 9 | -1 | -12 | -4 | -8 | -2 | 7 | 9
Cc1ccc(C(=O)NC(C)(COc2nonc2C)COc2nonc2C)cc1 | -0.7 | 2 | -1 | -10 | 0 | 8 | 1 | -7 | -7 | 21 | 6
O=C(CNC(=O)c1cccs1)NCC(=O)OCC(=O)c1ccccc1 | -1.7 | -6 | 16 | 11 | 1 | -21 | -14 | -13 | -9 | -6 | -2
COC(=O)c1ccc(S(=O)(=O)N(Cc2ccccc2)Cc2ccccc2)n1C | 4.1 | 0 | -5 | 0 | 7 | -5 | -8 | -5 | 9 | 2 | -6
O=C(CN(Cc1ccc(F)cc1)S(=O)(=O)c1ccccc1)N1CCCCC1 | 3.2 | -2 | 4 | 11 | 7 | -29 | -7 | 4 | 1 | -8 | 16
CNc1nc(Nc2ccc([N+](=O)[O-])cc2)nc(OCC(F)(F)F)n1 | 1.3 | 1 | -6 | -1 | -3 | 9 | 0 | 3 | 2 | 2 | 15
CC(=O)c1nnn(-c2c(F)cccc2F)c1C | -1.4 | -4 | 6 | 0 | -3 | -33 | -4 | -12 | 4 | -12 | 0
CN(C)c1nc(N)nc(CSc2nnnn2-c2cccc3ccccc23)n1 | -0.6 | 5 | 13 | 14 | 16 | 7 | -2 | -8 | 31 | 28 | 4
CCOC(=O)C1=CCN(S(=O)(=O)c2ccc(C)cc2)C1c1cccc(Cl)c1 (stereo unspecified) | . | 0 | -4 | 21 | . | -29 | . | -2 | 15 | 33 | .
Cc1ccc(-c2cnc3c(Nc4cccc(OC(F)(F)C(F)F)c4)nccn23)cc1 | 0.8 | -2 | -7 | 2 | . | 4 | . | -5 | -14 | -12 | 7
